# High-throughput results deposited in PubChem BioAssay by National Center for Advancing Translational Sciences (NCATS).
# GLP1R inv ag = inverse agonists of human GLP-1 receptor; HEK293 GLP-1R CRE-luciferase, luminescence, 24 h; GLP-1R form is constitutively active; Potency, µM (doses to about 38.3 µM), inactives show top-dose activity change, negative = inhibition, hits mostly inhibitors; 410,000 tested, 1.6% active; AID 624417; further: potency means the concentration at half of the fitted maximal effect; on the % scale 0 is the no-effect control and ±100 the full control effect; nearly all actives have a fitted effect of over 55% in size
# Target sequence (P43220 whole entry, looked up): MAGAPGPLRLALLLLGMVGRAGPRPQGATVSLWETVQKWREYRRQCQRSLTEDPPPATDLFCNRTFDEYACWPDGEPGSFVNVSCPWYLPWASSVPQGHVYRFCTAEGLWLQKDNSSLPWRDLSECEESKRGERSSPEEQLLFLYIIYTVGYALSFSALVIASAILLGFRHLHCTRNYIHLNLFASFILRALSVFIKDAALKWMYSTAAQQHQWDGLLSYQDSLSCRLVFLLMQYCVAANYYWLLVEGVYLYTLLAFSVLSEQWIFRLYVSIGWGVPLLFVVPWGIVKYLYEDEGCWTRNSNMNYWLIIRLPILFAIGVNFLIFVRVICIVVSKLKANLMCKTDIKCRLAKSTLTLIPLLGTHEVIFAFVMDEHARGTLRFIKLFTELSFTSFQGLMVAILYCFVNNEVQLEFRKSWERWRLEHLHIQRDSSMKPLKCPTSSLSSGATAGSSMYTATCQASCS
#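 Inverse agonism was detected as reduced cAMP-driven luciferase luminescence after 24 h compound treatment. The cells were HEK293 clones expressing constitutively active human GLP-1R with the reporter. Reporter-only and GPR119 cell lines served as counterscreen controls.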
# PTHR1 agonist = PTHR1 (human) receptor agonism; Q03431; HEK293 GP2 PTHR1 cells, GloSensor cAMP luminescence, 1 h; Potency, µM (highest dose often 115 µM), for the others: at the highest dose activation, actives largely listed as activators; 410,000 tested, 0.075% active; AID 743266; further: potency means the concentration at half of the fitted maximal effect; nearly all actives have a fitted effect of over 55% in size; some results filed as inactive show a strong effect at the top dose; inactives centre near -15; many of its hits are not listed in these tables
# Target sequence (Q03431 whole entry, looked up): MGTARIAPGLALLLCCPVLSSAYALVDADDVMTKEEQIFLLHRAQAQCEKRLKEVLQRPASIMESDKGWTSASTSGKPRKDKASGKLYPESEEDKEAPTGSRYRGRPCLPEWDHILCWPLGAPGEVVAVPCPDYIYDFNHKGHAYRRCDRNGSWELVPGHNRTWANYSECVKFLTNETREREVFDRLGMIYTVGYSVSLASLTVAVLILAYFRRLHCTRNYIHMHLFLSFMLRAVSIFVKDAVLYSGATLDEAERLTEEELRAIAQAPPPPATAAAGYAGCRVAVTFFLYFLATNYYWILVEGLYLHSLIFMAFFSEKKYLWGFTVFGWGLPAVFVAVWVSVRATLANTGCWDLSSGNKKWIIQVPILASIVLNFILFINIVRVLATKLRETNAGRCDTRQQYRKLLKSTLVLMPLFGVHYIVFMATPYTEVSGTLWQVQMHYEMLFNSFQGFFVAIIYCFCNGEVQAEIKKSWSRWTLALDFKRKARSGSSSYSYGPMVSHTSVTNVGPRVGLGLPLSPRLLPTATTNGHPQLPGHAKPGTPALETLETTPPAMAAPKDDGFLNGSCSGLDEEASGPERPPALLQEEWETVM
#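 HEK-293-derived GP2 cells expressing PTHR1 and a GloSensor cAMP reporter, 3,000/well, plated overnight, given luciferin plus IBMX (each 0.5 mM as added) for 1 h at 37 °C, then compound for 1 h at 37 °C. Luminescence was read after 15 min at room temperature.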
# TDP-43 yeast inh = rescues yeast growth from TDP-43 toxicity; TDP-43 expressing yeast growth rescue, BacTiter-Glo, 24 h; Potency, µM (top dose mostly 46.1 µM), inactives show at the highest dose growth rescue (activation), hits mostly activators; 410,000 tested, 1.8% active; AID 652104; further: potency means the concentration at half of the fitted maximal effect; % of control where 0% means no effect; nearly all actives have a fitted effect of over 50% in size
#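 Luminescence from BacTiter-Glo reports growth of TDP-43-expressing yeast after 24 hr at 30 deg C with compound. Cells were raffinose-pregrown to mid-log, then seeded in galactose medium at OD600=0.02.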
# aSyn rescue = rescues yeast growth from alpha-synuclein toxicity. Yeast expressing alpha-synuclein, growth rescue, BacTiter-Glo, 24 h. Potency, µM (doses to about 46.1 µM), without a hit: at the top dose growth rescue (activation), usual class: activators. 370,000 tested, 0.14% active. AID 652106; further: potency means the concentration at half of the fitted maximal effect; % of control where 0% means no effect; nearly all actives have a fitted effect of over 65% in size
#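 Screening used galactose-induced yeast with toxic alpha-synuclein levels, exposed to compound for 24 hr at 30 deg C. Cell growth, read with BacTiter-Glo luminescence, gave the measured signal.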
# D3 ag = D3 dopamine receptor (human) agonism | P35462 | max activation, % | 410,000 tested, 0.58% active | D3R DiscoveRx beta-arrestin cells, luminescence, 90 min; in the data active means max activation above about 30%; further: 0% is about no effect; mostly tested at two doses, the higher about 12 µM
#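 Agonist-mode cell screen: cells plated at 1500/well and incubated overnight at 37 °C, then exposed to library compounds for 90 min at 37 °C. Detection reagent was added for 30–60 min at room temperature, and luminescence was read.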
# KB-V1 cytotox = KB-V1 MDR subline cytotoxicity; AID 1347076; KB-V1 MDR cells viability, CellTiter-Glo, 72 h; 400,000 tested, 3.4% active; Potency, µM (series often up to 46.1 µM), for inactives: top-dose activity change, negative = cytotoxicity, usual class: cytotoxic; further: potency means the concentration at half of the fitted maximal effect; on the % scale 0 is the no-effect control and ±100 the full control effect; nearly all actives have a fitted effect of over 60% in size
#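 KB-V1 cells (P-gp-expressing MDR subline of KB-3-1) in phenol-red-free DMEM with 10% FBS were exposed to library compounds over a concentration series for 72 h at 37 degrees C. Viability read by CellTiter-Glo luminescence; concentration-effect curves fitted after normalization.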
# HEK293 tox = cytotoxic in the GLP-1 receptor inverse agonist counter-screen. HEK293 cAMP-luciferase reporter cells, luminescence, 24 h. Potency, µM (highest dose often 38.3 µM), for inactives: at the top dose activity change, negative = inhibition, hits mostly inhibitors. 410,000 tested, 0.13% active. AID 624418;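 further: loss of luciferase light is scored as toxicity; potency means the concentration at half of the fitted maximal effect; on the % scale 0 is the no-effect control and ±100 the full control effect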
#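 1536-well qHTS counterscreen of the MLSMR; 200 cells/uL, 12 h pre-incubation, 23 nL cpd, 24 h at 37 deg C 5% CO2, luciferase detection reagent, 12 min RT, luminescence. Inhibition = undesired.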
# GLP-1R agonist = agonists of human GLP-1 receptor; P43220; HEK293 GLP-1R CRE-luciferase, luminescence, 4-6 h; cells express a hypersensitive GLP-1R form; Potency, µM (top dose mostly 45.6 µM), for inactives: top-dose activation, most hits filed as activators; 380,000 tested, 0.007% active; further: potency means the concentration at half of the fitted maximal effect; % of control where 0% means no effect
# D3 antag = D3 dopamine receptor (human) antagonism. 360,000 tested, 2.5% active. max response, negative = inhibition, %. D3R cells, DiscoveRx beta-arrestin luminescence, antagonist mode; hits give low values; in the data active means max response below about -50%; inconclusive means no clear call, values can overlap the other calls; further: on the % scale 0 is the no-effect control and ±100 the full control effect; mostly tested at two doses, the higher about 12 µM
#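 Cells plated overnight at 1500 cells/well, then exposed to library compounds with dopamine controls for 90 minutes at 37 degrees C. DiscoveRx reagent added for 30–60 minutes at room temperature; luminescence read, quantitative HTS format.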
# * hit, by the source's call; i = inactive; ? = inconclusive; . = not tested or not shown; & = joins results of further samples; [ ] = remark or other dose. Unless noted, the call rests on the fitted dose curve; in most records, active means well fitted curve in the direction sought with a large enough effect; inconclusive means small, poorly fitted or top-dose-only effect, or another doubt; inactive means no such curve, though single readings can be large; an effect the other way counts as inactive or inconclusive. Only part of the results is shown; rates above refer to the full screens.
SMILES,GLP1R inv ag,PTHR1 agonist,TDP-43 yeast inh,aSyn rescue,D3 ag,KB-V1 cytotox,HEK293 tox,GLP-1R agonist,D3 antag
COc1ccc(N(C(=O)c2snc(C(N)=O)c2N)C(C(=O)NCC2CCCO2)c2ccc(C)o2)cc1OC (stereo not drawn),44%[activator],i,-10%,-5%,5,0%,-1%,10%,-7
C=C(C)COc1ccc(-c2[nH]ncc2Oc2ccccc2OCC)c(O)c1,?,-6%[57.5 µM],?,-32%[inhibitor],-6,-14%,-25%,-30%,?
CSc1cccc(N2CC(C(=O)Nc3cccc(S(=O)(=O)N4CCCC4)c3)CC2=O)c1 (stereo not drawn),?,-24%,-4%,6%,-4,-28%,-23%,-23%,8
Cc1noc(/C=C/c2cccs2)c1S(=O)(=O)N1CCC(C(=O)NCc2ccc(Cl)cc2)CC1,4%,-1%,8%,.,-14,.,-5%,.,.
NC(=O)COC(=O)c1ccc(S(=O)(=O)N2CCCCCC2)cc1,5%,i,2%,2%,6,?,-3%,0%,21
CC1CCN(C(=S)c2ccccc2O)CC1,-4%,i,21%,-12%,3,-25%,-5%,-6%,28
CCOc1ccc(CCNC(=O)COC(=O)c2cc(OC)c(OC)cc2[N+](=O)[O-])cc1OCC,31%[activator],-18%,2%,-10%,-39,?,3%,10%,?
O=c1c(C=NCc2ccccc2)c(NCc2ccccc2)nc2ccccn12,53%[activator],-17%,?,-7%,4,-24%,0%,0%,1
Cc1nc2nc(-c3ccc(Cl)cc3)[nH]n2c(=O)c1Cc1ccccc1,10%,-11%[57.5 µM],3%,-3%,2,24%,9%,6%,25
Cn1nnnc1-c1cc(Cl)cc(Cl)c1,-5%,-10%,-19%,15%,-3,4%,3%,0%,0
CCCCCCN1CCN(C2CN(Cc3cn(Cc4cccc(C(F)(F)F)c4)nn3)S(=O)(=O)C2)CC1 (stereo not drawn),7%,-75%,15%,0%,-5,0%,4%,-3%,?
C#CCN1C=CC(=O)[C@@H](OC(=O)Nc2ccc(Br)cc2)[C@H]1c1ccccc1Br,?,-81%[inhibitor],?,?,-8,-3%,-8%,1%,23
CCOC(=O)N1CCN(C(=O)c2ccc3c(Cl)c4c(nc3c2)CCCC4)CC1,24%,-1%,17%,7%,-2,-9%,-20%,16%,16
CC(=O)Nc1ccc(S(=O)(=O)NCCC(=O)OCCN2C(=O)c3ccccc3C2=O)cc1,-2%,27%[57.5 µM],-10%,0%,4,30%,2%,22%,-13
COc1ccc(C(NC(=O)C(C)C)c2c(O)ccc3ccccc23)cc1 (stereo not drawn),?,-26%,7%,-2%,-5,0%,?,3%,-22
Cc1nnc(SCC(=O)NC2CCCc3c2cnn3-c2ccc(F)cc2F)o1 (stereo not drawn),16%,-27%,15%,6%,3,?,2%,0%,15
CCOc1ccc(NC(=O)CC2C(=O)N(c3ccc(OC)cc3)C(=O)N2CCC2=CCCCC2)cc1 (stereo not drawn),-20%,-27%,8%,.,0,?,-23%,.,.
CC1(c2ccc3noc(-c4ccc(F)cc4)c3c2)OCCO1,9%,-13%[57.5 µM],13%,-11%,5,-8%,-3%,6%,6
CCCCn1c(=O)c2oc3ccccc3c2n(CC(=O)Nc2ccccc2OC)c1=O,-10%,-21%,20%,.,-10,.,20%,.,.
Cc1ccc(NC(=S)N2CCn3cccc3C2c2cccnc2)cc1 (stereo not drawn),?,i,-4%,1%,-12,?,-2%,0%,-29
CC(=O)c1ccc(S(=O)(=O)Nc2cccc(-c3cn4c(n3)SCC4)c2)cc1,-5%,-25%,-8%,-13%,-7,-7%,0%,11%,-3
O=C(CNC(=O)c1nc[nH]c1C(=O)N1CCNCC1)OCc1ccccc1,19%,-1%,8%,5%,13,29%,2%,-5%,3
Cc1ccc(NCc2nnc(SCC(=O)Nc3ncc(C)s3)n2CC2CCCO2)c(C)c1 (stereo not drawn),-8%,i,?,1%,-3,-18%,-6%,4%,7
C[C@H](CO)N1C[C@H](C)[C@@H](CN(C)C(=O)Nc2ccc(C(F)(F)F)cc2)Oc2c(NC(=O)Nc3ccccc3)cccc2C1=O,9%,-6%,7%,-15%,0,3%,-16%,-2%,8
COc1ccc(/C=N/Nc2nc(N3CCCCC3)nc(N3CCCCC3)n2)cc1[N+](=O)[O-],?,-14%,-4%,-2%,1,8%,-6%,1%,16
CCN1CCN(CCCNC(=O)Cn2nc(C)n3nc(-c4ccccc4)cc3c2=O)CC1,?,i,-17%,-3%,-1,0%,-13%,-4%,-5
CN(C)S(=O)(=O)c1cccc(NC(=O)COC(=O)c2cn(-c3ccccc3)nc2-c2ccccc2)c1,?,i,-13%,5%,3,?,-2%,3%,16
COc1ccc(CCNC2=C(Cl)C(=O)N(Cc3ccccc3)C2=O)cc1OC,?,-38%[inhibitor],-16%[0.397 µM],10%,3,-16%,58%[activator],24%,7
Cc1sc2nc(SCC(=O)N(CCO)CCO)n(C3CCCCC3)c(=O)c2c1C,-1%,-22%[57.5 µM],4%,3%,-1,31%,-16%,7%,-6
COc1ccccc1C(=O)Nc1nc(-c2cccs2)c(NC(C)=O)s1,0%,i,5%,-7%,-2,-9%,-23%,-1%,20
CCOc1ccc(NS(=O)(=O)c2cc(C(=O)N3CCCC3)ccc2Cl)cc1,?,i,4%,-5%,-6,-25%,-3%,11%,9
COc1ccc(CCNC(=O)CSc2nc(O)c(C(C)C)c(=O)[nH]2)cc1OC,26%,i,-10%,-1%,3,5%,1%,-2%,-4
CCN(Cc1ccccc1)S(=O)(=O)c1cc(C(=O)NCCCN(C)C)ccc1OC,-25%,i,1%,-2%,1,6%,3%,11%,-5
COc1ccc(CCNC(=O)COC(=O)CSc2ccc([N+](=O)[O-])cc2)cc1OC,2%,i,22%,1%,5,-4%,-17%,-2%,0
COc1ccc(Cn2nnnc2C(c2ccccc2Cl)N2CCN(C3CCCC3)CC2)cc1 (stereo not drawn),?,i,20%,-1%,-13,-7%,-25%,2%,-17
CC(NCCN(C)C)C1CCC2C3CCc4cc(O)ccc4C3CCC12C (stereo not drawn),?,-16%,0.32µM*,-1%,0,?,?,-4%,-7
COc1cccc(-c2nc(CS(=O)(=O)CC(=O)NCc3ccccc3OC)c(C)o2)c1,-16%,i,4%,-1%,3,-5%,-9%,11%,-10
CC1CCCC(NC(=O)COC(=O)c2ccc3ncsc3c2)C1C (stereo not drawn),0%,-4%,28%,1%,-10,-13%,9%,3%,-7
COc1ccc(CCNC(=O)CN2C(=O)COc3ccc(S(=O)(=O)N4CCCC4)cc32)c(OC)c1,-3%&-9%,-9%&-8%,-2%&20%,-5%,-5&-8,2%,-9%&-1%,-1%,-12
COC(=O)c1cccc(NC(=O)/C(=C\c2ccco2)NC(=O)c2ccco2)c1,14%,-4%,?,5%,7,-15%,-3%,7%,6
Cc1ccc(-n2c(C)cc(C(=O)CN3CCOCC3)c2C)cc1C,?,-9%,-11%,-6%,-1,?,-3%,4%,-12
COc1ccc(-c2noc(N3CCC(C(=O)NC(C)c4ccccc4)CC3)n2)cc1 (stereo not drawn),?,-38%[inhibitor],20%,0%,1,0%,-16%,6%,-22
O=C1OCCN1C(=O)[C@H]1[C@H](c2ccccc2)C(c2ccc(F)cc2)=NN1c1ccccc1,?,19%,3%,16%,-11,5%,136%[activator],-1%,30
Cc1nn(C)c2c1c(-c1ccccc1)cc(=O)n2Cc1c(F)cccc1Cl,9%,i,23%,.,8,-14%,23%,.,.
Cc1cc(C)c2oc(-c3ccc(Cl)c(NC(=O)c4cccs4)c3)nc2c1,10%,?,0%,-3%,-3,-23%,4%,2%,.
Cc1cc(C)c(NC(=O)c2cc3c(=O)n4ccccc4nc3n2C)c(C)c1,-10%,-35%[inhibitor],35µM*,.,17,.,40%[activator],.,.
C[C@@H]1CN([C@H](C)CO)C(=O)c2c(c3ccccc3n2C)-c2ccccc2CO[C@H]1CN(C)C(=O)Nc1ccccc1,?,-24%,23%,1%,-8,-14%,-5%,-1%,0
CCC1(c2ccccc2)NC(=O)N(CC(=O)NCc2ccccc2OC)C1=O (stereo not drawn),1%,-3%,-4%,2%,12,5%,-3%,14%,8

# Part of the list above, bar-delimited:
SMILES | GLP1R inv ag | PTHR1 agonist | TDP-43 yeast inh | aSyn rescue | D3 ag | KB-V1 cytotox | HEK293 tox | GLP-1R agonist | D3 antag
COc1cccc(-c2nc(CS(=O)(=O)CC(=O)NCc3ccccc3OC)c(C)o2)c1 | -16% | i | 4% | -1% | 3 | -5% | -9% | 11% | -10
CC1CCCC(NC(=O)COC(=O)c2ccc3ncsc3c2)C1C (stereo not drawn) | 0% | -4% | 28% | 1% | -10 | -13% | 9% | 3% | -7
COc1ccc(CCNC(=O)CN2C(=O)COc3ccc(S(=O)(=O)N4CCCC4)cc32)c(OC)c1 | -3%&-9% | -9%&-8% | -2%&20% | -5% | -5&-8 | 2% | -9%&-1% | -1% | -12
COC(=O)c1cccc(NC(=O)/C(=C\c2ccco2)NC(=O)c2ccco2)c1 | 14% | -4% | ? | 5% | 7 | -15% | -3% | 7% | 6

# Going on with the list.
SMILES,GLP1R inv ag,PTHR1 agonist,TDP-43 yeast inh,aSyn rescue,D3 ag,KB-V1 cytotox,HEK293 tox,GLP-1R agonist,D3 antag
COc1ccc(CCN(C)C(=O)c2cnc(C)cn2)cc1OC,14%,i,8%,0%,8,0%,1%,6%,19
CCN(CC)S(=O)(=O)c1ccc(N2CCOCC2)c(NC(=O)C2=COCCO2)c1,4%,-12%,17%,-1%,-7,-24%,-8%,2%,-19
COc1ccccc1CNC(=O)CN1C(=O)CCc2cc(S(=O)(=O)N3CCOCC3)ccc21,18%,-13%,12%,.,1,3%,6%,.,.
N#CC1=C(S)N(c2ccccc2)C2(CCCCC2)NC1=O,3%,-18%,-4%,4%,3,17%,-18%,-1%,14
